HCMV antiviral = human cytomegalovirus inhibition; HFF cells, HCMV-luciferase reporter, 72 h; active compounds read low; activity change, negative = inhibition, % at 57.5 µM; 410,000 compounds, 4.5% hits; in the data active means activity change below about -60%; inconclusive means no clear call, values can overlap the other calls; inactive means above about -39%
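Cell-based, HFFs, 1000 cells/well, 16 h 37C; cpds in DMSO + HCMV-luc, MOI 1 PFU/cell; 72 h 37C; OneGlo luminescence after 5 min RT; norm. to buffer vs Salinomycin 10uM.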
Tb PYK inh = inhibitors of Trypanosoma brucei pyruvate kinase; AID 624173; TbPYK enzyme, Kinase-Glo Plus ATP luminescence, 45 min; Potency, µM (highest dose often 76.8 µM), inactives show at the top dose activity, negative = inhibition, usual class: inhibitors; 410,000 compounds, 0.12% hits; further: potency means the concentration at half of the fitted maximal effect; nearly all actives have a fitted effect of over 50% in size
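Enzyme and substrate buffer are dispensed first and compound is pin-transferred. ADP at 130 uM final then starts the reaction, which runs 45 min at room temperature. Detection reagent is added for 10 min before luminescence is imaged.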
HCV inhibitor = HCV inhibition; 340,000 compounds, 3.4% hits; AID 651820; Huh7.5.1 HCVcc-Cre infection, luciferase reporter, 44 h; Potency, µM (top dose mostly 41.8 µM), for the others: at the highest dose activity change, negative = inhibition, usual class: inhibitors; further: potency means the concentration at half of the fitted maximal effect
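Reporter virus HCVcc-Cre (~0.5 moi) infects cells exposed to compound; seeding density 1,000 cells/well with 4 h settling beforehand. Luminescence, 15 sec read, taken 44 h post-infection following a 15 min RT substrate incubation.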
LmPK inhibitor = blocks Leishmania mexicana pyruvate kinase activity; Q27686; purified LmPK, Kinase-Glo ATP luminescence, 1 h; Potency, µM (series often up to 57.5 µM), without a hit: at the highest dose activity change, negative = inhibition, hits mostly inhibitors; 290,000 compounds, 0.37% hits; AID 1721; further: potency means the concentration at half of the fitted maximal effect
Target sequence (Q27686 whole entry, looked up): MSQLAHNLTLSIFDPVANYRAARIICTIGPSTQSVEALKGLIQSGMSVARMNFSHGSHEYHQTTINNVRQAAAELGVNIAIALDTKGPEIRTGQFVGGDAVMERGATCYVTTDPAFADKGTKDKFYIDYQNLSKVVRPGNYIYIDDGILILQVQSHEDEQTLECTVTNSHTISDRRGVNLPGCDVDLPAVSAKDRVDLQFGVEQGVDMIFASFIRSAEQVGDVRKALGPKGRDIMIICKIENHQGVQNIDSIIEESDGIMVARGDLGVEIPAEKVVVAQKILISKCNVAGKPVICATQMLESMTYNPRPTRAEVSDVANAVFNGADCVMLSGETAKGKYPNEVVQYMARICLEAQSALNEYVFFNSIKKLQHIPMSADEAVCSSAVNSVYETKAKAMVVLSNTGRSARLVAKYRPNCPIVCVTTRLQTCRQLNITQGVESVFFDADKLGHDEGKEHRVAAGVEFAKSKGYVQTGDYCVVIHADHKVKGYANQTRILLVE
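Kinase-Glo luminescence read after 1 h RT reaction of 0.1 nM LmPK with 0.5 mM PEP and 0.1 mM ADP. Activity scaled between uninhibited and enzyme-free controls.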
AmpC detergent = blocks E. coli AmpC beta-lactamase in detergent assay. Potency, µM (highest dose often 114 µM), for inactives: at the highest dose activity change, negative = inhibition, most hits filed as inhibitors. AmpC hydrolysis of nitrocefin, absorbance 480 nm, 0.01% Triton. P00811. 370,000 compounds, 0.041% hits;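 further: potency means the concentration at half of the fitted maximal effect; 0% = no-compound wells and -100% = no-enzyme wells; nearly all actives have a fitted effect of over 25% in size; some results filed as inactive show a strong effect at the top dose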
Target sequence (P00811 whole entry, looked up): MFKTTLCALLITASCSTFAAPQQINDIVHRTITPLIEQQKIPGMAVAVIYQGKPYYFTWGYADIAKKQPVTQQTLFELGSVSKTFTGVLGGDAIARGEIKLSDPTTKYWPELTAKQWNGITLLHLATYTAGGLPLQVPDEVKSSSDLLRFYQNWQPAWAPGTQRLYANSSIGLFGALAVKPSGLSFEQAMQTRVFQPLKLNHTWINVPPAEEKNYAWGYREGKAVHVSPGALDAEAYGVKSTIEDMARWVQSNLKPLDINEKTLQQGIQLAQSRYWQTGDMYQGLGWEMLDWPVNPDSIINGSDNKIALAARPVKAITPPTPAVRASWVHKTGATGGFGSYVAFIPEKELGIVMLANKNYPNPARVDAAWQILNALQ
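20 mM phosphate pH 7.0 + 0.01% (detergent screen) or 0.0001% Triton X-100; 5.3 nM AmpC reagent; cpd preinc 15 min RT; nitrocefin (800 uM stock) to start; A480 q20 s × 4 min; Activity was normalised to no-enzyme and no-compound control wells.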
AmpC inh no detg = inhibitors of E. coli AmpC beta-lactamase without detergent. P00811. AmpC nitrocefin hydrolysis, absorbance 480 nm, 0.0001% Triton. Potency, µM (top dose mostly 57.1 µM), inactives show at the top dose activity change, negative = inhibition, hits mostly inhibitors. 330,000 compounds, 0.52% hits. AID 485341;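 further: potency means the concentration at half of the fitted maximal effect; plate controls were no compound for no effect and no enzyme for full effect; nearly all actives have a fitted effect of over 20% in size; some results filed as inactive show a strong effect at the top dose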
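20 mM phosphate pH 7.0 + 0.01% (detergent screen) or 0.0001% Triton X-100; 5.3 nM AmpC reagent; cpd preinc 15 min RT; nitrocefin (800 uM stock) to start; A480 q20 s × 4 min; Activity was normalised to no-enzyme and no-compound control wells.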
AMA1 RON2 block = disrupts binding of P. falciparum AMA1 to RON2 | AlphaScreen AMA1-biotinylated RON2 peptide binding | Potency, µM (highest dose often 58.2 µM), for the others: at the highest dose activity change, negative = inhibition, most hits filed as inhibitors | 360,000 compounds, 0.2% hits;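 further: potency means the concentration at half of the fitted maximal effect; 0% = vehicle wells and -100% = peptide control; nearly all actives have a fitted effect of over 45% in size; some results filed as inactive show a strong effect at the top dose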
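AMA1 (3D7) with his tag at 25 nM final met compounds first, then biotinylated RON2 peptide at 25 nM; detection used donor plus acceptor beads, 10 µg/mL apiece, read by AlphaScreen after 30 min at room temperature.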
An asterisk follows results filed as active; ? = inconclusive; / = no result given; & = joins results of further samples; ! = repeats disagree; [ ] = another dose, or the depositor's remark. Unless noted, the call rests on the fitted dose curve; in most records, active means well fitted curve in the direction sought with a large enough effect; inconclusive means small, poorly fitted or top-dose-only effect, or another doubt; inactive means no such curve, though single readings can be large; an effect the other way counts as inactive or inconclusive. Unless noted, on the % scale 0 is the no-effect control and ±100 the full control effect.

Results follow in this order: HCMV antiviral	Tb PYK inh	HCV inhibitor	LmPK inhibitor	AmpC detergent	AmpC inh no detg	AMA1 RON2 block
- COc1cccc2c1OC1(C)CC2NC(=O)N1c1cccc(C(=O)Nc2ccc3c(c2)OCCO3)c1 (stereo unspecified)
 : -22	-4%	?	2%	-5%	-10%	0%
- CN1CCN(c2ccc([N+](=O)[O-])c(NCC3CCCO3)c2)CC1 (stereo unspecified)
 : 24	0%	-10%	0%	2%	-7%	-5%
- Cc1ccc(S(=O)(=O)NC(=O)NCc2ccc(F)cc2)cc1
 : -20	7%	-1%	2%	6%	-13%	4%
- CC(C)COP(=O)(OCC(C)C)C(O)c1ccc(F)cc1 (stereo unspecified)
 : -100*	4%	15%	-1%	-9%	41%	0%
- CCOC(=O)c1oc2cc(OCC(=O)OC)ccc2c(=O)c1-c1ccc(OC)c(OC)c1
 : -2	1%	-2%	-1%	-4%	83%[activator]	-6%
- COc1cccc(-c2sc3ccc(OC)cc3c2-c2ccc(OC)cc2F)c1
 : 1	-9%	-7%	/	-2%	-24%	-1%
- CCOc1ccc(NS(=O)(=O)c2ccc(C(=O)N(CC)CC(=O)NCc3cccs3)cc2)cc1
 : 17	4%	-21%	3%	4%	30%	110%[activator]
- CCCCNc1ncnc2c1cnn2-c1ccccc1
 : 104	-4%	?	-7%	-11%	-18%	0%
- C=C1[C@@H](OC(C)=O)CC[C@]2(C)[C@@H]1C[C@@H]1C[C@H](OC(C)=O)C(C)=C([C@@H](OC(C)=O)[C@@H]2OC(C)=O)C1(C)C
 : -3	2%	?	-1%	5%	205%[activator]	-6%
- CN(C)S(=O)(=O)c1cccc(C(=O)NCC(C)(C)CNC(=O)c2cccc(S(=O)(=O)N(C)C)c2)c1
 : 26	3%	-19%	-5%	-2%	138%[activator]	30%[activator]
- CCOC(=O)c1c(C)[nH]c(C(=O)N2CCc3cc(OC)c(OC)cc3C2)c1C
 : 3	-2%	11µM*	/	5%	78%[activator]	-24%
- COc1ccccc1C1=CC(=O)CC(C)(C)C1=O
 : 18	-5%	17%	/	2%	-10%	20%
- O=C(NCC1CCCO1)C(=O)N/N=C/c1ccccc1C(=O)O (stereo unspecified)
 : -13	4%	14%	-9%	0%	-3%	-9%
- CCCOc1ccccc1OCC(=O)N1CCN(CC(=O)N2CCOCC2)CC1
 : -29	0%	/	/	/	/	0%
- COC(=O)C1=C(C)N(C)C(=O)NC1c1ccccc1 (stereo unspecified)
 : 5	-4%	?	-1%	8%	-17%	2%
- O=C(Cc1ccccc1)Nc1ncnc2c1C(c1ccccc1)c1c(ccc3ccccc13)O2 (stereo unspecified)
 : -36	3%	/	/	/	-29%	/
- CCn1c(CNC(=O)COc2c(C)cccc2C)nnc1SCC(=O)Nc1nccs1
 : -22	0%	-17%	6%	-6%	19%	7%
- CCN(CCn1cccn1)Cc1cn[nH]c1-c1ccc(OC)cc1F
 : ?	1%	0%	-1%	7%	-15%	8%
- O=C1NC(=S)NC(=O)C1=Cc1cccn1-c1ccc(O)cc1
 : -99*	?	?	16%	3%	-53%	?
- O=C(COC(=O)c1cc(S(=O)(=O)N2CCCC2)ccc1O)NCc1ccccc1
 : -2	1%	28%	/	?	-11%	-2%
- COc1c(C=C2C(=O)NC(=O)NC2=O)c(CCN(C)C(=O)c2ccccc2)cc2c1OCO2
 : -12	-12%	-26%	-9%	?	-6%	1%
- Cc1cc(C)c(C)c(OCCCN(C)C)c1
 : -26	-7%	19%	-5%	5%	-8%	3%
- COc1ccc(C(=O)NC(C)c2csc(C)n2)cc1OC1CCN(C(C)=O)CC1 (stereo unspecified)
 : 10	6%	9%	1%	?	-5%	2%
- CCN(CC)CCCNC(=O)CSc1c2c(nc3cc(Cl)ccc13)CCCC2
 : -107*!	-2%&-6%	10µM*	-4%[11.5 µM]	7%&-1%	43%	4%
- CC(C)N1C(=O)C(Cc2nc3ccccc3c(=O)n2-c2ccccc2)c2ccccc21 (stereo unspecified)
 : -72*	-2%	?	1%	-6%	30%	-15%
- Cc1cc(NC(=O)CCCN2C(=O)c3cccc4cccc(c34)C2=O)no1
 : 6	4%	-27%	1%	-2%	-19%	-18%
- COC(=O)CC1C(=O)NCCN1C(=S)Nc1cccc(C(F)(F)F)c1 (stereo unspecified)
 : -21	-4%	-1%	-4%	?	-3%	5%
- O=C(N/N=C/CCc1ccccc1)C1CCCCC1
 : 1	-3%	20%	-5%	-14%	-18%	21%
- CN(Cc1cn(Cc2ccccc2)nn1)C1CN(Cc2cn(Cc3ccccc3)nn2)S(=O)(=O)C1 (stereo unspecified)
 : -14	-6%	/	/	/	/	4%
- FC(F)(F)c1ccc(N2CCN(c3ncnc4c3nnn4Cc3ccccc3)CC2)nc1
 : -36	1%	4%	3%	?	1%	0%

Additional compounds:
Results follow in this order: HCMV antiviral	Tb PYK inh	HCV inhibitor	LmPK inhibitor	AmpC detergent	AmpC inh no detg	AMA1 RON2 block
- S=c1[nH]nc(-c2ccc(Cl)cc2)n1/N=C/c1ccco1
 : -13	4µM*	-8%	-7%	-3%	-25%	86%[activator]
- COCCOC1CCN(C(=O)C2CCC(=O)N(CCc3ccccc3)C2)CC1 (stereo unspecified)
 : 6	4%	-5%	-1%	3%	13%	-2%
- COc1cc(C(=O)NCC(=O)NC(C)CCc2ccccc2)cc(OC)c1OC (stereo unspecified)
 : -28	0%	-3%	-11%	1%	31%	-2%
- CCOc1ccc(C2C(C(N)=O)=C(C)Nc3nc(SCc4ccccc4)nn32)cc1 (stereo unspecified)
 : 4	-4%	/	/	-5%	/	/
- O=C(Nc1csc([N+](=O)[O-])c1)Nc1ccccc1Cl
 : -67*	-1%	-19%	-5%	7%	-40%	0%
- N#Cc1ccccc1S(=O)c1ccccc1C(=O)Nc1ccccc1 (stereo unspecified)
 : -36	-9%	14%	-3%	1%	-24%	10%
- Cc1ccc(C(=O)/C=C/c2ccccc2[N+](=O)[O-])cc1
 : 277	2%	?	-3%	-1%	-30%	-23%
- COc1ccc(OCCOC(=O)c2[nH]c(C)c(C(C)=O)c2C)cc1
 : 8	-6%	?	-9%	4%	-5%	-6%
- O=C(Nc1ccc(-c2nc3ccccc3[nH]2)cc1)c1ccc2c(c1)OCO2
 : -5	4%	?	0%	2%	-40%	?
- COc1ccc(NC(=O)CSC2=Nc3ccccc3C3=NC(CC(=O)NCc4ccc5c(c4)OCO5)C(=O)N23)cc1 (stereo unspecified)
 : 53	5%	/	/	1%	/	/
- CC(CCc1ccccc1)NC(=O)c1ccc(NC(=O)c2ccccc2)cc1 (stereo unspecified)
 : -31	1%	-11%	7%	-6%	-10%	0%
- O=C(Nc1ccc(CN2CCOCC2)cc1)c1ccc(-c2cccc([N+](=O)[O-])c2)o1
 : ?	-3%	32µM*	1%	2%	122%	-5%
- CC(=O)NC(CCS(C)(=O)=O)C(=O)Nc1cc(C)on1 (stereo unspecified)
 : 33	7%	7%	1%	-2%	-17%	0%
- O=C(CNc1n[nH]c(=O)[nH]c1=O)N/N=C/C1CC=CCC1 (stereo unspecified)
 : 1	1%	10%	-2%	2%	-30%	-3%
- CC(C)n1c(N2CCN(C(=O)c3cccs3)CC2)nc2ccccc21
 : 11	6%	-12%	1%	?	-2%	-5%
- CC1(C(=O)NS(=O)(=O)c2cccc(Cl)c2)CCN1C(=O)C/C=C/c1ccccc1 (stereo unspecified)
 : -25	-9%	/	/	/	/	19%
- COc1ccc(OCc2cc(-c3ccc(Cl)cc3)no2)cc1
 : -37	2%	9%	-2%	?	-23%	13%
- CCOc1ccc(C(=O)Nc2c3c(nn2-c2cccc(C)c2C)CS(=O)C3)cc1 (stereo unspecified)
 : ?	-1%	-11%	15%	-13%	6%	0%

Sorted by SMILES length (largest number first): 7 of the compounds above
Results follow in this order: HCMV antiviral	Tb PYK inh	HCV inhibitor	LmPK inhibitor	AmpC detergent	AmpC inh no detg	AMA1 RON2 block
- COc1ccc(NC(=O)CSC2=Nc3ccccc3C3=NC(CC(=O)NCc4ccc5c(c4)OCO5)C(=O)N23)cc1 (stereo unspecified)
 : 53	5%	/	/	1%	/	/
- COc1c(C=C2C(=O)NC(=O)NC2=O)c(CCN(C)C(=O)c2ccccc2)cc2c1OCO2
 : -12	-12%	-26%	-9%	?	-6%	1%
- CCN(CC)CCCNC(=O)CSc1c2c(nc3cc(Cl)ccc13)CCCC2
 : -107*!	-2%&-6%	10µM*	-4%[11.5 µM]	7%&-1%	43%	4%
- Cc1ccc(C(=O)/C=C/c2ccccc2[N+](=O)[O-])cc1
 : 277	2%	?	-3%	-1%	-30%	-23%
- CCN(CCn1cccn1)Cc1cn[nH]c1-c1ccc(OC)cc1F
 : ?	1%	0%	-1%	7%	-15%	8%
- CC(=O)NC(CCS(C)(=O)=O)C(=O)Nc1cc(C)on1 (stereo unspecified)
 : 33	7%	7%	1%	-2%	-17%	0%
- COc1ccc(OCc2cc(-c3ccc(Cl)cc3)no2)cc1
 : -37	2%	9%	-2%	?	-23%	13%

Part of the list above, comma-delimited.
Compound,HCMV antiviral,Tb PYK inh,HCV inhibitor,LmPK inhibitor,AmpC detergent,AmpC inh no detg,AMA1 RON2 block
Cc1cc(C)c(C)c(OCCCN(C)C)c1,-26,-7%,19%,-5%,5%,-8%,3%
COc1ccc(C(=O)NC(C)c2csc(C)n2)cc1OC1CCN(C(C)=O)CC1 (stereo unspecified),10,6%,9%,1%,?,-5%,2%

Screening data from PubChem.
